Growth percent in the NCI-60 one-dose screen (48 h, 10 µM unless noted): 100 = growth as untreated, 0 = no growth, -100 = all killed.
786-0: 786-0 renal cancer cells | hit rate 5.1% among 81,000
SN12C: SN12C renal cancer cells; hit rate 3.8% among 81,000
IGROV1: IGROV1 ovarian cancer; hit rate 4.7% among 79,000; AID 1794786
RXF 393: RXF 393 renal cancer cells; AID 1794773; hit rate 6.9% among 77,000
UO-31: UO-31 renal cancer; hit rate 5.2% among 81,000
TK-10: TK-10 renal cancer cells. AID 1794769. hit rate 3.9% among 81,000
SK-OV-3: SK-OV-3 ovarian cancer cells; hit rate 3.2% among 80,000; AID 1794785
ACHN: ACHN renal cancer; hit rate 4.9% among 81,000; AID 1794771
* = called active by the depositor; . = no result given; & = joins results of further samples. The calls were made as follows: active = growth percent below 10; inactive = the rest. The list is partial. The share of hits here may be higher or lower than overall.

entry | molecule | 786-0 | SN12C | IGROV1 | RXF 393 | UO-31 | TK-10 | SK-OV-3 | ACHN
1 | c1cn2cc(-c3ccc4cn[nH]c4c3)nc(Nc3ccc(N4CCOCC4)cc3)c2n1 | 59.2 | 41.3 | 58.7 | 12.4 | 65.1 | 76.1 | 21.0 | 39.0
2 | O=C(O)c1cc(=O)c2ccccc2o1 | 108.0 | 100.4 | 107.4 | 128.0 | 88.6 | 121.1 | 106.1 | .
3 | CCCCN(CCCC)CCCOC(=O)c1ccc(N)cc1 | 95.4 | 82.0 | 75.8 | 92.1 | 81.2 | 102.6 | 83.3 | 91.9
4 | CN1C(=O)NC(Cc2c[nH]c3c(Cl)cccc23)C1=O (stereo not drawn) | 108.8 | 101.5 | 108.0 | 92.1 | 78.5 | 147.5 | 113.3 | 99.3
5 | CC12CCC3C(=CCc4cc(O)ccc43)C1CCC2=O (stereo not drawn) | 104.8 | 97.5 | 106.9 | 112.5 | 76.0 | . | 115.2 | 93.1
6 | Cn1cc(-c2nnc(N)nc2-c2c[nH]c3ccccc23)c2ccccc21 | 95.8 | 85.3 | 77.4 | 97.5 | 79.3 | 125.1 | 99.5 | 94.3
7 | CC(=O)N[C@@H](Cc1ccccc1)C(=O)O | 100.3 | 104.0 | 107.1 | 101.4 | 89.0 | 113.2 | 105.6 | 107.9
8 | COC(=O)C(C)(C)C1Oc2ccc(Br)cc2C(=O)/C1=C\NS(=O)(=O)c1ccc(C)cc1 (stereo not drawn) | 120.6 | 106.9 | 108.8 | 100.1 | 87.0 | 94.8 | 106.6 | 108.2
9 | CC(=O)Oc1ccc2c(C)cc(=O)oc2c1 | 94.4 | 100.6 | 109.4 | 118.2 | 95.1 | 93.8 | 96.0 | 104.2
10 | CN[C@@H]1[C@H](O)[C@H](NC)[C@H]2O[C@@]3(O)C(=O)C[C@@H](C)O[C@H]3O[C@@H]2[C@H]1O | 103.0 | 98.4 | 97.5 | 112.6 | 89.3 | 112.1 | 101.6 | 88.9

Results in RXF 393 (5 entries from above):
#	mol	RXF 393
1	c1cn2cc(-c3ccc4cn[nH]c4c3)nc(Nc3ccc(N4CCOCC4)cc3)c2n1	12.4
2	O=C(O)c1cc(=O)c2ccccc2o1	128.0
3	CCCCN(CCCC)CCCOC(=O)c1ccc(N)cc1	92.1
4	CN1C(=O)NC(Cc2c[nH]c3c(Cl)cccc23)C1=O (stereo not drawn)	92.1
5	CC12CCC3C(=CCc4cc(O)ccc43)C1CCC2=O (stereo not drawn)	112.5

(continued)
entry | molecule | 786-0 | SN12C | IGROV1 | RXF 393 | UO-31 | TK-10 | SK-OV-3 | ACHN
11 | COc1ccc(-c2cc(=O)c3c(O)cc(OC)cc3o2)cc1 | 103.3 | 75.0 | 91.1 | 107.3 | 99.4 | 97.6 | . | 41.9
12 | Cn1cc(-c2nnc(N)nc2-c2c[nH]c3ccc(Br)cc23)c2cc(F)ccc21 | 94.1 | 97.0 | 94.0 | 107.2 | 86.6 | 117.6 | 103.3 | 87.9
13 | Cn1cnc(-c2cc3nccc(Oc4ccc(NC(=S)NC(=O)Cc5ccccc5)cc4F)c3s2)c1 | 98.1 | 54.1 | 95.4 | 87.1 | 72.2 | 85.1 | 82.6 | 80.4
14 | O=C(NC1CCN(CCc2c[nH]c3ccccc23)CC1)c1ccccc1 | 95.8 | 105.2 | 94.7 | 124.0 | 71.7 | 94.6 | 96.4 | 115.4
15 | CC(Cc1cccc(C(F)(F)F)c1)NCCOC(=O)c1ccccc1 (stereo not drawn) | 97.9 | 99.8 | 105.4 | 117.3 | 85.4 | 129.4 | 106.0 | .
16 | O=C(c1ccc2nc(NS(=O)(=O)c3ccc4ccccc4c3)sc2c1)N1CCN(c2ccccc2)CC1 | 101.8 | 104.9 | 90.6 | 88.7 | 81.7 | 99.8 | 100.7 | 101.1
17 | O=C(Nc1ccc(Oc2ccc(Br)cc2)cc1)c1ccc2nc(NS(=O)(=O)c3ccc4ccccc4c3)sc2c1 | 102.5 | 95.7 | 94.8 | . | 66.4 | 109.2 | 82.6 | 101.8
18 | COc1ccc(-c2cc(C(F)F)nn2-c2ccc(S(N)(=O)=O)cc2)cc1F | 104.0 | 95.2 | 103.7 | 90.1 | 73.3 | 113.0 | 100.1 | 92.9
19 | [2H]C1([2H])N(c2ccc(NC(=O)c3cccc(-c4ccc(OC(F)(F)F)cc4)c3C)cn2)C([2H])([2H])[C@]([2H])(C)O[C@]1([2H])C | 76.3 | 65.4 | 73.0 | 101.7 | 68.5 | 75.6 | 75.2 | 84.9
20 | COc1cc(CCc2cc(NC(=O)c3ccc(N4C[C@@H](C)N[C@@H](C)C4)cc3)n[nH]2)cc(OC)c1 | 38.6 | 31.1 | 16.7 | -10.1* | 9.3* | 57.6 | 25.6 | 39.5
21 | CC(C)NNC(=O)c1ccncc1 | 106.0&107.2 | 105.4&111.9 | 108.3&105.3 | 94.8&120.6 | 95.1&87.5 | 105.6&119.2 | 130.0&114.0 | 89.4&104.3
22 | Cc1cc(=O)oc2cc(O)ccc12 | 103.0 | 96.0 | 118.6 | 112.6 | 85.2 | 108.5 | 106.9 | 112.7
23 | CN(C)c1ccc(C2=NN(c3ccc(S(=O)(=O)NC(=O)NCc4ccccc4)cc3)C(c3ccccc3)C2)cc1 (stereo not drawn) | 117.1 | 96.7 | 113.9 | 104.7 | 85.5 | 112.7 | 100.9 | 104.1
24 | COc1ccc2c(c1)c(-c1noc(C(=O)c3cn(C)c4ccc(F)cc34)n1)cn2C | 114.4 | 100.5 | 92.5 | 109.6 | 67.6 | 102.6 | 105.8 | 106.1
25 | N=c1nc(N2CCCCC2)cc(N)n1O | 116.8 | 98.8 | 118.2 | 108.1 | 104.0 | 111.6 | 103.2 | 97.5
26 | Cc1cc(Nc2cc(N3CCN(C)CC3)nc(/C=C/c3ccccc3)n2)n[nH]1 | -94.3* | 11.7 | -30.7* | -86.6* | -53.8* | -0.3* | 3.7* | 0.2*
27 | CCCCC(=O)O[C@]1(C(=O)CO)[C@@H](C)CC2C3CCC4=CC(=O)C=C[C@]4(C)[C@@]3(F)C(O)C[C@@]21C (stereo partly drawn) | . | 57.1 | 98.3 | 117.2 | 73.7 | 125.5 | . | 101.8
28 | Cn1cc(-c2ccc3nnc(Sc4ccc5ncccc5c4)n3n2)cn1 | 104.3 | 100.0 | 101.0 | 98.1 | 83.1 | 90.2 | 84.4 | 104.0
29 | O=[N+]([O-])c1cncn1CCN1CCOCC1 | 110.8 | 106.8 | 99.8 | 114.8 | 92.2 | 119.7 | 108.7 | 105.7
30 | O=C(O)CS | 113.9 | 101.8 | 101.3 | 108.4 | 74.5 | 107.8 | 111.6 | 102.8

Quoted from the listing.
Value of O=C(Nc1ccc(Oc2ccc(Br)cc2)cc1)c1ccc2nc(NS(=O)(=O)c3ccc4ccccc4c3)sc2c1 in SN12C: 95.7
Value of O=C(O)c1cc(=O)c2ccccc2o1 in TK-10: 121.1
Value of c1cn2cc(-c3ccc4cn[nH]c4c3)nc(Nc3ccc(N4CCOCC4)cc3)c2n1 in SK-OV-3: 21.0

The listing continues:
entry | molecule | 786-0 | SN12C | IGROV1 | RXF 393 | UO-31 | TK-10 | SK-OV-3 | ACHN
31 | C/C(=N/O)c1ccc(N2C(=O)CCC2=O)cc1 | 102.5 | 100.8 | 96.7 | 112.6 | 85.5 | 99.8 | 105.6 | 102.4
32 | C#C[C@]1(O)CCC2C3CCC4=CC(=O)CC[C@@H]4C3CCC21CC (stereo partly drawn) | 108.0 | 86.1 | . | 120.7 | . | 109.0 | 121.7 | 95.6
33 | COC(=O)N/N=C/c1c[n+]([O-])c2ccccc2[n+]1[O-] | 93.8 | 99.6 | 102.1 | 124.9 | 86.6 | 119.5 | 29.9 | 100.5
34 | O=C(/C=C/c1ccc(Cl)nc1)c1ccc(Cl)nc1 | 99.2 | 102.3 | 110.5 | 110.6 | 102.3 | 106.6 | 107.8 | 102.4
35 | COC(=O)C(C)(C)C1Oc2ccc(C)cc2C(=O)/C1=C\NS(=O)(=O)c1ccc(OC)cc1 (stereo not drawn) | 102.3 | 106.9 | 107.8 | 96.9 | 91.9 | 95.6 | 98.2 | 108.3
36 | COC(=O)c1ccccc1O | 93.2 | 101.2 | 102.0 | 108.2 | 80.3 | 106.2 | 106.7 | 102.1
37 | CCCOc1ccc(C(=O)OCCN(CC)CC)cc1N | 114.6 | 101.4 | 118.9 | 112.8 | 95.8 | 112.8 | 125.9 | 108.3
38 | COCC(=O)NC/C=C/c1ccc2ncnc(Nc3ccc(Oc4ccc(C)nc4)c(C)c3)c2c1 | 55.0 | 34.9 | -8.4* | 45.4 | 16.8 | 5.8* | -18.6* | 16.1
39 | Cc1ncc(-c2ccnc(Nc3ccc(S(C)(=O)=O)cc3)n2)n1C(C)C | 4.8* | 0.7* | -10.8* | -50.9* | -9.2* | -3.9* | 11.6 | 0.1*
40 | O=C(c1cccs1)C1C(c2ccc(Cl)cc2Cl)CC(O)(c2cccs2)C(C(=O)c2cccs2)C1c1ccc(Cl)cc1Cl (stereo not drawn) | 86.7 | 88.8 | 104.6 | 101.5 | 76.0 | 99.1 | 102.2 | 90.9
41 | CCn1ccc(NS(=O)(=O)c2ccc(N)cc2)nc1=O | 122.4 | 112.6 | . | 40.7 | 99.5 | 108.4 | 96.9 | 110.8
42 | CC[C@@H]1OC(=O)C[C@@H](O)[C@H](C)[C@@H](O[C@@H]2O[C@H](C)[C@@H](O)[C@H](N(C)C)[C@H]2O)[C@@H](CCN2C[C@H](C)C[C@H](C)C2)C[C@@H](C)C(=O)/C=C/C(C)=C\[C@@H]1CO[C@@H]1O[C@H](C)[C@@H](O)[C@@H](OC)[C@H]1OC | 94.9 | 103.7 | 106.2 | 115.4 | 79.7 | 108.9 | 109.8 | 103.4
43 | Cn1cc(-c2nnc(-c3cn(C)c4ncc(Br)cc34)o2)c2cc(Br)ccc21 | 103.4 | 93.6 | 74.4 | 120.9 | 74.6 | 123.5 | . | 94.0
44 | CCCCOc1cc(C(=O)OCCN(CC)CC)ccc1N | 107.4 | 98.4 | 103.8 | 97.5 | 80.7 | 113.0 | 89.0 | 96.7
45 | [2H]C1([2H])NC([2H])([2H])C([2H])([2H])N(c2ccc(Nc3ncc4cc(C(=O)N(C)C)n(C5CCCC5)c4n3)nc2)C1([2H])[2H] | 61.1 | 74.9 | 73.4 | 82.4 | 61.2 | 43.0 | 58.3 | 57.4

Screens (PubChem)
